# TNF death inh – blocks TNF-alpha induced death of Jurkat FADD-/- cells; hit rate 0.068% among 220,000; activation (protection from cell death), % at 10 µM; Jurkat FADD-/- TNF necroptosis rescue, ATP luminescence, 24 h; 0 = TNF only, 100 = no-TNF cells; AID 463075;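 active = activation, meaning protection from cell death, of at least 50% relative to plate controls; inactive = activation below 50%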;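 note: necroptosis triggered by 40 ng/mL TNF-alpha added together with compound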
# RBBP9 inhibitor – blocks human serine hydrolase RBBP9; O75884; recombinant RBBP9, FP-Rh probe fluorescence polarization; inhibition, % at 7.94 µM; AID 1515; hit rate 0.2% among 220,000;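 active = inhibition above the campaign mean of all tested compounds plus 3 SD, cut at about 14% in these data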;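 note: plate controls were DMSO wells with RBBP9 for no effect and wells lacking RBBP9 protein for full effect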
# Target sequence (O75884 whole entry, looked up): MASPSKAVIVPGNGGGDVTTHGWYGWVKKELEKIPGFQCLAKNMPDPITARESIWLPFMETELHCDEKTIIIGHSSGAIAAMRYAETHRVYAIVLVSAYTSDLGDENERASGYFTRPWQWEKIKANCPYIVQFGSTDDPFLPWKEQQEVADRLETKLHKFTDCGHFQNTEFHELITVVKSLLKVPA
#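 Assay system: recombinant human RBBP9; Reagent: Serine-hydrolase probe FP-Rh, 375 nM pre-mixing; Doses: 7.94 µM single dose, 0.794% DMSO; Incubation: 30 min then 45 min, 25 °C; Detection: fluorescence polarization (mP), excitation 525 nm, emission 598 nm; Evaluation: percent inhibition from mP, scaled between DMSO and no-protein wells.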
# TRPML3 ag – activates the human TRPML3 channel | HEK293 TRPML3-YFP, Fluo-8 calcium fluorescence; 100% = the carbachol control signal | activation, % at 3 µM | hit rate 0.29% among 220,000 | AID 1448;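 active = activation above its plate's cutoff, the mean activation of the plate's test wells plus 3 SD, cut at about 12% in these data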;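 note: 0% = DMSO only wells and 100% = carbachol wells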
# Target sequence (Q8TDD5 whole entry, looked up): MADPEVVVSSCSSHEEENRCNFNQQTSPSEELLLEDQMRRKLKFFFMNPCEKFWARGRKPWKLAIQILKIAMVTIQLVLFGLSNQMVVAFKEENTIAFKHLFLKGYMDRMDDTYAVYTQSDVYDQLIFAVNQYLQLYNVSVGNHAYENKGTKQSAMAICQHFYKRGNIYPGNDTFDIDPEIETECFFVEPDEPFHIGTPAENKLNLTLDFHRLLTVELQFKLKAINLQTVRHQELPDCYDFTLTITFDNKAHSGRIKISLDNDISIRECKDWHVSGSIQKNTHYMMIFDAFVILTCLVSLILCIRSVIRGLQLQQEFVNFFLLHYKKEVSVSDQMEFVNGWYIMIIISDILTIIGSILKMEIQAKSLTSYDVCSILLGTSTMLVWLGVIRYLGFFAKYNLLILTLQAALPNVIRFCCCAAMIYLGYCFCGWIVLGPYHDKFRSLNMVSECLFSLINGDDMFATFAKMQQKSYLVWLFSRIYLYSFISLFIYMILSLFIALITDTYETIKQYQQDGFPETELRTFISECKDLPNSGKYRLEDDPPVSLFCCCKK
#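 Test system: TRPML3-YFP stable HEK293 cells. Doses: single point at 3 µM. Incubation: dye loading 1 h 37 °C then 30 min ambient, 125 s read. Signal: Fluo-8 calcium dye fluorescence, ex 470-495, em 515-575 nm. Measure: percent activation from peak-to-basal fluorescence ratio, scaled between DMSO and carbachol.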
# BaF3 parental – parental Ba/F3 viability inhibition as JAK2V617F counter-screen. hit rate 1.1% among 220,000. CellTiter-Glo ATP luminescence. inhibition, % at 5.6 µM;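 active = inhibition above a per-campaign cutoff, the mean inhibition of all tested compounds plus 3 SD, cut at about 27% in these data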;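 note: 0% = DMSO wells and 100% = JAK Inhibitor I control wells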
# zfTRPN1 agonist – activates the zebrafish TRPN1 channel | HEK293 zebrafish TRPN1-YFP, Fluo-8 calcium fluorescence; 100% = response to 87 µM carbachol | hit rate 0.18% among 220,000 | activation, % at 3 µM;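 active = activation above its plate's cutoff, the mean activation of test wells on that plate plus 3 SD, cut at about 19% in these data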;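 note: 0% = DMSO alone and 100% = 87 µM carbachol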
#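 System: zebrafish TRPN1-YFP in HEK293 cells / Dosing: 3 µM single point / Timing: dye loading 1 h at 37 °C, then 30 min room temperature / Signal: Fluo-8 calcium fluorescence, excitation 470-495 nm, emission 515-575 nm / Read-out basis: percent activation from peak over basal fluorescence ratio, control-normalized / Control set: high carbachol 87 µM, low DMSO alone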
# Ba/F3 V617F tox – lowers viability of Ba/F3 cells expressing EpoR and JAK2V617F; hit rate 1.1% among 220,000; inhibition, % at 5.6 µM; ATP luminescence;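 active = inhibition above the campaign mean plus 3 SD over all tested compounds, cut at about 24% in these data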;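 note: cytokine-independent growth of Ba/F3 cells driven by EpoR plus mutant JAK2; 0% = DMSO-treated cells and 100% = JAK inhibitor I control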
# CHOP inhibitor – CHOP inhibition in unfolded protein response. CHO-K1 CHOP-promoter luciferase, tunicamycin-induced, 15-18 h. inhibition, % at 10 µM. hit rate 3.8% among 220,000. AID 2732;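 active = compounds that reduced the stress-induced luciferase reporter signal by more than about 70% of percent inhibition, limit read from the data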;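 note: 0% = tunicamycin plus vehicle and 100% = wells without tunicamycin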
# PPC-1+TRAIL kill – PPC-1 cancer cell killing with TRAIL present; hit rate 0.41% among 220,000; cell killing (% activity), % at 4 µM; PPC-1 cells + TRAIL, ATPLite viability luminescence;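 active = cell killing above 50% in the first pass at 4 µM, then a duplicate retest at 5 µM averaging 50% or more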;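 note: plate controls were cells with TRAIL plus DMSO for no effect and medium-only wells lacking cells for full effect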
# Wee1 stabilizer – human Wee1 degradation inhibition, primary screen. HeLa Luc-Wee1K328M stability, luciferase luminescence; 100% = proteasome inhibitor MG132 effect. reporter increase, % at 5 µM. hit rate 1.2% among 220,000;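 active = activation above the mean of all tested compounds plus 3 SD, set per screening run, cut at about 8.8% in these data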;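 note: cells exposed to compound for 20 h before luminescence read; 0% = DMSO alone and 100% = MG132 at 30 µM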
# Starred values were filed as active, the others as inactive.
# Screens in order: TNF death inh, RBBP9 inhibitor, TRPML3 ag, BaF3 parental, zfTRPN1 agonist, Ba/F3 V617F tox, CHOP inhibitor, PPC-1+TRAIL kill, Wee1 stabilizer
N=c1n(CC(=O)c2cccs2)c2ccccc2n1Cc1ccccc1
    -8.1, -4.0, 2.5, 2.2, 1.0, 0.5, 33.0, 9.8, -1.0
CCOC(=O)C1=C(C)Nc2nnnn2C1c1ccccc1Cl (centres undefined)
    -2.6, -3.3, -0.2, 4.0, -0.9, 0.9, -6.4, 37.8, 0.2
CCCCn1ccnc1C(=O)c1cccc(S(=O)(=O)N2CC(C)CC(C)C2)c1 (centres undefined)
    2.4, -2.2, 0.9, 4.0, 0.8, 0.2, 34.0, 15.7, -1.1
CCN(CC)S(=O)(=O)c1ccc(N2CCOCC2)c(NC(=O)c2ccc(OC)c([N+](=O)[O-])c2)c1
    -0.5, -6.7, 0.8, -13.5, 1.8, 1.2, 12.7, -0.9, -0.1
COc1ccc(CSc2nnc(C)s2)cc1F
    24.3, -6.2, 0.0, 8.4, 1.8, 1.5, -46.2, 10.1, 8.2
Fc1ccc(N2CCN(C(c3cccs3)c3nnnn3C3CCCC3)CC2)cc1 (centres undefined)
    1.7, -1.5, -1.0, 3.6, -0.6, 1.7, 37.9, -15.1, 0.9
Cc1ccc(-c2nc3ccccc3c(=O)n2CCN2CCOCC2)cc1
    -0.5, -6.1, 0.8, 10.8, -0.3, 1.8, 21.9, 23.9, -2.2
Cc1c(N=C2Nc3cccc4cccc2c34)c(=O)n(-c2ccccc2)n1C
    -0.9, -9.0, 0.2, 3.8, 0.9, 6.2, 23.7, 9.5, 3.3
C/C(=N\NC(=O)c1nn(C)c(C)c1Br)c1cccc(NC(=O)c2ccc(F)cc2)c1
    4.9, -10.4, -0.3, 9.5, -0.1, 3.2, 41.6, 36.2, 1.4
O=C(NC1=NCCS1)c1ccc(OCC2CCCO2)cc1 (centres undefined)
    0.9, 5.2, 0.8, -0.8, 1.1, -3.5, 2.0, 25.7, -0.2
COc1ccc(-n2nc(C(=O)NCC(=O)N3CCN(c4ccccn4)CC3)c3ccccc3c2=O)cc1Cl
    -3.3, -9.0, 0.2, -1.9, 1.4, 0.0, 11.2, 32.6, 1.3
O=C(CCCSc1nc2ccccc2[nH]1)Nc1ccccc1
    4.2, 4.7, -0.2, 6.0, 0.5, 1.2, -6.4, 25.8, 6.6
Cc1cc(C)c2[nH]c(=O)c(C(c3nnnn3Cc3ccc4c(c3)OCO4)N3CCC(C)CC3)cc2c1 (centres undefined)
    -3.3, -7.0, 0.8, 3.8, -0.6, 2.0, 33.9, 19.7, 0.2
CN1CCN(P(=O)(c2ccccc2)c2nc3ccccc3s2)CC1 (centres undefined)
    0.3, -2.0, 0.5, 1.1, 1.3, 1.5, 35.1, -7.4, 0.7
Cc1cc2nc(CCN3CCOCC3)n(S(=O)(=O)c3ccc(C(C)(C)C)cc3)c2cc1C
    0.2, -6.8, 0.3, 2.0, 1.9, 0.8, 35.6, 20.2, -0.8
CCCn1c(O)c(C=Nc2ccccc2)sc1=S
    2.5, -9.7, 0.9, 5.2, -0.3, -5.0, 87.0*, -1.1, -2.3
Cc1ccc(C(=O)NCC(=O)N2CCN(S(=O)(=O)c3cccs3)CC2)s1
    0.6, -0.4, 0.7, 10.6, -0.5, 2.2, 15.5, 16.1, -1.8
C=CCOc1ccc(CNn2nnnc2N)cc1
    0.0, -3.1, 0.9, 1.8, 1.9, -0.3, 17.6, 17.9, 0.5
Nc1ccc(Sc2nc3ccccc3[nH]2)cc1
    1.7, -7.8, 0.2, 7.4, -0.6, -1.4, 6.7, -3.3, 1.4
OCCC1CN(Cc2ccc3c(c2)CCO3)CCN1Cc1ccc(F)cc1 (centres undefined)
    1.5, -4.2, 1.2, 2.9, 2.5, -0.1, 2.3, 10.1, 5.4
CCSc1nnc([C@H](Cc2ccccc2)NC(=O)OC(C)(C)C)o1
    0.1, -2.9, -0.1, 6.1, -1.1, 0.5, 10.1, -18.1, -0.7
O=C(Cc1ccccc1)N/N=C/c1ccc(S(=O)(=O)O)o1
    5.6, 7.0, 1.4, -1.1, 0.7, -5.1, -7.3, 2.0, -0.9
COC(=O)c1cc2c(ccn2-c2ccc(F)cc2)n1CC(C)C
    0.1, -10.2, 0.3, -0.8, -1.5, -0.2, 23.4, 22.9, 0.0
CCOc1nc(Nc2ccc(OC)c(Cl)c2)nc(N2CCN(c3ccc(OC)cc3)CC2)n1
    0.3, 2.3, 0.8, 2.1, -1.5, 0.6, 73.5*, -10.4, -3.0
CCOC(=O)c1cc(CC)sc1NC(=O)CC1Sc2ccc(C(F)(F)F)cc2NC1=O (centres undefined)
    0.9, -3.9, 0.8, 2.3, -0.5, -1.2, 81.9*, 13.6, -0.8
COc1ccc(C(=O)CSc2nc3ncccc3[nH]2)cc1OC
    -1.3, -4.7, 0.9, 0.6, 4.6, 4.8, -5.1, 12.3, -0.4
COc1ccc(Sc2nc3ccccc3n3c(C(F)(F)F)nnc23)cc1
    -2.9, -8.3, 0.4, -2.2, 1.3, -1.7, 27.6, 11.9, 1.5
Cc1ccc(C(C)NC(=O)c2cc(C)oc2C)cc1 (centres undefined)
    4.7, 2.6, -1.1, 2.4, 1.6, -0.9, -3.5, 16.6, 2.4
CCC(C)(C)NC(=O)C(c1ccc(O)cc1)N(CCOC)C(=O)CCC(=O)Nc1nccs1 (centres undefined)
    1.4, -2.2, 0.5, 0.4, 0.0, -4.7, 0.6, 29.9, 1.3
O=C(CNS(=O)(=O)c1ccccc1)Nc1cccc([N+](=O)[O-])c1
    -0.5, -3.8, 1.2, 5.2, 0.7, -0.7, -4.2, 13.3, -0.5

# 5 entries from above, with tabs:
SMILES	TNF death inh	RBBP9 inhibitor	TRPML3 ag	BaF3 parental	zfTRPN1 agonist	Ba/F3 V617F tox	CHOP inhibitor	PPC-1+TRAIL kill	Wee1 stabilizer
OCCC1CN(Cc2ccc3c(c2)CCO3)CCN1Cc1ccc(F)cc1 (centres undefined)	1.5	-4.2	1.2	2.9	2.5	-0.1	2.3	10.1	5.4
CCSc1nnc([C@H](Cc2ccccc2)NC(=O)OC(C)(C)C)o1	0.1	-2.9	-0.1	6.1	-1.1	0.5	10.1	-18.1	-0.7
O=C(Cc1ccccc1)N/N=C/c1ccc(S(=O)(=O)O)o1	5.6	7.0	1.4	-1.1	0.7	-5.1	-7.3	2.0	-0.9
COC(=O)c1cc2c(ccn2-c2ccc(F)cc2)n1CC(C)C	0.1	-10.2	0.3	-0.8	-1.5	-0.2	23.4	22.9	0.0
CCOc1nc(Nc2ccc(OC)c(Cl)c2)nc(N2CCN(c3ccc(OC)cc3)CC2)n1	0.3	2.3	0.8	2.1	-1.5	0.6	73.5*	-10.4	-3.0

# (more compounds)
# Screens in order: TNF death inh, RBBP9 inhibitor, TRPML3 ag, BaF3 parental, zfTRPN1 agonist, Ba/F3 V617F tox, CHOP inhibitor, PPC-1+TRAIL kill, Wee1 stabilizer
COc1ccc(-c2c[n+]3c(n2-c2c(C)n(C)n(-c4ccccc4)c2=O)CCCCC3)cc1
    -0.2, 1.5, 1.6, 3.1, 0.6, -1.2, 20.1, -12.2, 1.8
O=C(NC(CO)C(O)c1ccc([N+](=O)[O-])cc1)C(Cl)Cl (centres undefined)
    -0.7, 9.9, 0.4, 1.5, 0.6, -5.3, 1.3, 5.0, -4.1
O=C(COC(=O)CCC(=O)c1ccc(Cl)cc1)NCC1CCCO1 (centres undefined)
    -2.7, -1.8, 0.6, 6.6, 0.6, 3.0, 4.6, -2.0, -2.2
CC1CN(S(=O)(=O)c2ccc(Cl)c(C(F)(F)F)c2)CC(C)O1 (centres undefined)
    -1.0, -3.6, -0.1, 1.5, -0.2, -3.4, 24.5, 14.8, -1.8
O=C(Nc1nccs1)c1cc2cc(Cl)ccc2oc1=O
    3.3, 1.7, 0.8, -3.2, 1.8, 0.6, -4.3, 1.2, -1.8
Cc1nc(NCc2ccccn2)c2ccccc2n1
    -4.1, 7.4, 2.3, 4.1, 2.9, 5.6, 7.0, 18.8, -0.5
Cc1cc(C)nc(SCc2nnc(SCC(N)=O)n2Cc2ccco2)n1
    -0.2, 2.1, 0.5, 4.5, 0.6, -2.7, 25.7, 28.5, -3.0
Cc1ccc(S(=O)(=O)n2cnc3ccccc32)cc1
    0.9, -1.7, 0.9, 3.3, 0.8, 0.6, -3.0, -20.7, -2.2
NNc1nc2sc3c(c2c(=O)n1Cc1ccccc1)CCC3
    89.6*, 7.5, 0.4, 33.7*, -1.6, 47.3*, 4.4, -5.8, -3.1
CCC1C(=O)CC(c2ccco2)NC1c1ccco1 (centres undefined)
    -1.7, -2.8, 0.8, -0.7, -0.1, -4.8, -0.4, 5.2, 0.5
COc1ccc2nc(N3C(=O)CC(Cc4cc(C)cc(C)c4)C3=O)sc2c1 (centres undefined)
    -3.0, -3.5, -0.8, 5.7, -0.1, 2.3, 4.1, 2.1, -1.4
COCCCn1c2nc3ccccc3nc2c2c(=O)n(-c3ccccc3OC)c(C)nc21
    1.8, -9.6, 0.1, 2.8, 0.2, 2.5, -18.1, 15.3, -1.9
O=C(COC(=O)c1ccc2ccccc2n1)Nc1cccc(S(=O)(=O)NC2=NCCCCC2)c1
    0.5, -7.2, 0.8, 1.3, 1.7, -1.8, 14.9, -5.4, -0.9
O=c1[nH]c(/C=C\c2cccnc2)c([N+](=O)[O-])c(=O)[nH]1
    -0.9, 1.8, 0.3, 3.9, 0.9, 4.8, 9.8, 10.9, -0.3
C/C(=N\NC(=O)CC1N=C(Cc2ccccc2)NNC1=O)c1ccncc1 (centres undefined)
    2.5, -1.3, 0.9, -3.5, 1.4, -1.4, 8.2, 5.5, -2.8
CN(CC(=O)NC1CCCc2ccccc21)S(=O)(=O)c1ccc2c(c1)c(=O)n(C)c(=O)n2C (centres undefined)
    -3.3, -6.5, 0.7, 5.7, 0.9, 0.3, 10.4, -0.1, -2.2
Cc1ccc(C(=O)C[n+]2cc(Br)cc(Br)c2)cc1
    1.4, 8.2, 0.0, -3.8, -1.0, -2.7, -3.9, 10.6, 2.9
C#CCOCCOCCOCCNc1nc(N2CCN(C(=O)C([C@@H](C)CC)n3cc(C(N)CC(C)C)nn3)CC2)nc(N2CCN(C(=O)[C@H](CCC(=O)O)n3cc(C(N)CC(C)C)nn3)CC2)n1 (some centres undefined)
    0.8, -5.5, 1.0, 0.2, 0.9, -5.5, 17.0, 9.4, -0.7
Cc1ccc(S(=O)(=O)NNC2CC(=O)N(c3ccc(Br)cc3)C2=O)cc1 (centres undefined)
    -0.3, -3.9, 1.2, 1.7, 1.2, 0.6, 73.2*, 33.3, 5.4
Cc1ccc(N2C(=O)Nc3cc(Cl)c(Cl)cc3N2O)cc1Cl
    -1.1, -7.9, 0.5, -0.3, 1.8, 0.3, 3.2, -19.2, 3.2

# Screening results (PubChem BioAssay)
